KDM5B inh = Primary screen for KDM5B Histone Demethylases FDH-coupled qHTS. KDM5B demethylase, FDH-coupled NADH fluorescence (FDH is formaldehyde dehydrogenase). hit rate 2.6% among 220,000. AID 1347165, 2019. Lysine-specific demethylase 5B (Homo sapiens), Q9UGL1. Potency, µM (highest dose often 57.7 µM), inactives show at the highest dose activity change, negative = inhibition, usual class: inhibitors; active = well fitted inhibition curve with a large enough effect; inconclusive = small, poorly fitted or top-dose-only effect; inactive = no such curve, though single readings can be large or run the other way; note: 0% is about no effect; nearly all actives have a fitted effect of over 70% in size
Target sequence (Q9UGL1 whole entry, looked up): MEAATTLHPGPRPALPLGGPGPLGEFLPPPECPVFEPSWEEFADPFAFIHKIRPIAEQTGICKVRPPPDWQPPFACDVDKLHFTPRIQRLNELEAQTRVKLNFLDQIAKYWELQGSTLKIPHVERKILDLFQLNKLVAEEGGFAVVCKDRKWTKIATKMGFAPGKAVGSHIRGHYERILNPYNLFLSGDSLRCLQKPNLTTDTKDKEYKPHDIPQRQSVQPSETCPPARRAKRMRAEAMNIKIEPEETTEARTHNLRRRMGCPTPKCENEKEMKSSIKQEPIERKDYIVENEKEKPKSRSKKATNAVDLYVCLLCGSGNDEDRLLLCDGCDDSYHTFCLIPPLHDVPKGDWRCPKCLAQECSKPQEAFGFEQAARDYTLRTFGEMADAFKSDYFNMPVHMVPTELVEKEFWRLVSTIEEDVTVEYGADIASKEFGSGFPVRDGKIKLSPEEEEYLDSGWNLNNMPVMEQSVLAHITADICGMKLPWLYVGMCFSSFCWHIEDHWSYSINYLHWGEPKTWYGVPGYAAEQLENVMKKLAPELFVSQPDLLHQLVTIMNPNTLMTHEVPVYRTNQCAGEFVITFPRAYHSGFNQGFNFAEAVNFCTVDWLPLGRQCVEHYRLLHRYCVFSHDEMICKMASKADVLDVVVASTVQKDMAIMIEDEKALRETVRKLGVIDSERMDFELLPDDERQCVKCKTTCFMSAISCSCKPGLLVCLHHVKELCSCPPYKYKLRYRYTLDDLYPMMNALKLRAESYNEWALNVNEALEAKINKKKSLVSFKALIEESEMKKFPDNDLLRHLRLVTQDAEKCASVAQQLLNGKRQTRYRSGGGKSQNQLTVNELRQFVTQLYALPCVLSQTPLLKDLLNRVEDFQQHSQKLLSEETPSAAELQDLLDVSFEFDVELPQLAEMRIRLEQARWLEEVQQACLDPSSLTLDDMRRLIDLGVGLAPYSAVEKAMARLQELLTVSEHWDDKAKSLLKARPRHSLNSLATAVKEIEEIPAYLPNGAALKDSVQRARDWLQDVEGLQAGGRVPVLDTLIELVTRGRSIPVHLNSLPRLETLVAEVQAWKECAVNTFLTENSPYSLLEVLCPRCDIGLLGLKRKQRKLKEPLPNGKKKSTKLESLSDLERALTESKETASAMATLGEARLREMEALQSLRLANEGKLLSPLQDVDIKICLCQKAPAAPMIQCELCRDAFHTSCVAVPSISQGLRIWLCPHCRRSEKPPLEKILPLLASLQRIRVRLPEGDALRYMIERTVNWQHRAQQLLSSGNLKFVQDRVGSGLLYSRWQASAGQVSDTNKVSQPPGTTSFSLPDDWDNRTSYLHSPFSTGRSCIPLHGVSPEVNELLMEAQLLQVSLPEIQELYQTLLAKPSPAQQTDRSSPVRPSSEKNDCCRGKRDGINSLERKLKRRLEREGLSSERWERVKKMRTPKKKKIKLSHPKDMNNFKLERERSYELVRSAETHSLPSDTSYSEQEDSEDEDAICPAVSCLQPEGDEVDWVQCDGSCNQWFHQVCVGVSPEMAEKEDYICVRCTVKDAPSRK
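Coupled FDH/NAD⁺ fluorescence readout. KDM5BΔAP 200 nM final; compound titration, 10 min RT preincubation; substrate mix 12.5 µM H3K4me3, 25 µM 2-OG, 50 µM Fe(II), 100 µM ascorbate, 0.25 mM NAD⁺, 0.25 U/mL FDH; ΔRFU over 30 min.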
* hit, by the source's call; i = inactive; ? = inconclusive; & = joins results of further samples; [ ] = remark or other dose. Potency is the fitted concentration of half-maximal effect.

Structure,KDM5B inh
O=C(Cn1c(=O)n(Cc2ccc3c(c2)OCO3)c(=O)c2sccc21)N1CCCC1,?
COc1ccccc1NC(=O)N1CCC(Oc2ncccc2C(=O)N2CCOCC2)C1 (stereo not drawn),-11.0%
Cc1ccc2onc(CNC(=O)NCc3ccccc3)c2c1,12.9%
CCn1cc(CN2CCC3(CCC3OC)CC2)cn1 (stereo not drawn),30.6%[activator]
N#Cc1ccccc1CN1CCCC(c2nc(-c3cccnc3)no2)CCNC(=O)CC1 (stereo not drawn),-17.8%
Cc1ccc(-c2nc3ccccc3o2)cc1NC(=O)C1CC1,8.7%
CCN(CC)S(=O)(=O)c1ccc2c(c1)N(CC(=O)Nc1ccc(F)cc1F)C(=O)C1CCCN21 (stereo not drawn),17.0%
O=C(CN1N=C(c2ccccc2)CCC1=O)NCc1ccc(F)cc1Cl,3.7%
O=C(Cn1nc2c(cc1=O)CCCC2)N1CCCC1,-18.1%
Cc1ccc(Oc2ccc(NC(=O)C3(C#N)CCCC3)cc2)cc1,3.9%
C[C@]1(CO)[C@H]2Cc3sc(NC(=O)c4ccc(F)cc4)nc3[C@@H](CC(=O)O)[C@]2(C)CC[C@H]1O,-0.8%
CC(=O)Nc1ccc(C(=O)NC2CCN(c3cc(-c4ccc(F)cc4)[nH]n3)C2)cc1 (stereo not drawn),?
Cc1nnc(N2CCCC(C(=O)Nc3ccccc3C(F)(F)F)C2)c2nn(-c3ccccc3)c(C)c12 (stereo not drawn),?
COc1ccc(Cn2c(CN(C)S(C)(=O)=O)n[nH]c2=O)cc1,2.6%
O=C1COCCN1C1CCN(Cc2ccccc2)CC1,12.9%&-3.1%[149 µM]
O=C(CCc1ccccc1)N1CCCC(c2nn[nH]n2)C1 (stereo not drawn),?
Cc1ccc(-c2cn(-c3ccc(Cl)cc3)c(S(=O)(=O)CC(=O)Nc3ccccc3)n2)cc1,?
COc1cc(OC)c(NC(=O)NC(C(=O)N2CCc3ccccc32)c2ccccc2)cc1Cl (stereo not drawn),3.4%
COc1ccc([C@H]2C[C@@H](O)[C@@H](O)[C@@H]2NC(=O)c2c(C)noc2C)cc1,4.4%[86.2 µM]
COC(=O)c1ccc2nc(C)cc(Nc3ccccc3C)c2c1,11.2%
Cc1cccc(-c2nc3cc(NC(=O)/C=C/c4ccco4)ccc3o2)c1,?
O=C(Nc1ccccc1C(=O)NC1CCCC1)c1cccc(-n2cnnn2)c1,1.7%
CCCOC1CCCN(C(=O)c2ccc(OC)c(OC3CCN(C(C)C)CC3)c2)C1 (stereo not drawn),7.4%
COc1ccc(N2CCN(CCCNC(=O)c3ccc4nc(N5CCCCC5)sc4c3)CC2)cc1,-14.2%
COC(=O)CCc1sc(Nc2ccc(OC)cc2)nc1-c1ccc(OC)cc1,-25.9%&-14.4%
COc1ccc(S(=O)(=O)N2CCC(C(=O)NCc3cccnc3)CC2)cc1OC,2.2%
O=C1c2cnc(-c3ccccc3C(F)(F)F)nc2OCCN1Cc1ccccc1,-4.6%[86.2 µM]
COc1ccc(NC(=O)N2CCCC2c2nc(C3CCOCC3)no2)cc1 (stereo not drawn),9.5%
O=C(O)C(c1c[nH]c2cc(F)ccc12)N1CCN(c2cccc(Cl)c2)CC1 (stereo not drawn),8.0%
COc1ccc(S(=O)(=O)N(CC(=O)Nc2ccccc2C(=O)N2CCOCC2)c2ccc(F)cc2)cc1,22.3%
CNC(=O)[C@@H]1C[C@H](Oc2ccccc2)CN1C(=O)c1ccc2ncccc2c1,?
Cc1nc(N2CCN(C(=O)Cc3cccs3)CC2)cc(C(F)(F)F)n1,3.2%
CCCCS(=O)(=O)NC1CCc2nn(CC3CC3)c(=O)n2CC1 (stereo not drawn),3.3%
COc1cccc(NCc2cc(=O)n3[nH]c(-c4ccc(C)cc4)nc3n2)c1,5.8%
CCc1ccc(CCC(=O)Nc2cccc3cccnc23)cc1,-14.6%
COCCn1c(-n2nc(C)c(C)c2C)nc2c1c(=O)n(C)c(=O)n2C,-6.0%
S=C1NN=C(c2ccccc2)C(c2ccccc2)N1 (stereo not drawn),?
O=C(N/N=C/c1cccc(Oc2ccccc2)c1)c1ccccc1F,4.8%
O=C(NCC(c1ccco1)N1CCOCC1)c1sc2ccccc2c1Cl (stereo not drawn),12.1%
NS(=O)(=O)c1ccc(NC(=O)COC(=O)CCc2ccc(S(=O)(=O)N3CCOCC3)cc2)cc1,33.6%[activator]
CCCOC(=O)c1ccc(NC(=O)COc2cc(C)c(Cl)c(C)c2)cc1,8.6%
CCCCc1nn2cc(-c3ccc(C)c(C)c3)nc2s1,2.2%
C=CCNC(=O)N[C@H]1CCN2C(=O)c3cc(-c4ccccc4F)ccc3NC(=O)[C@@H]2C1,?
CCc1ccc(-n2nc(CO)c(C(=O)NCC(c3ccccc3)c3ccccc3)n2)cc1,0.6%
C=CCn1cc2c3c(cccc31)[C@H](CC(C)C)N[C@H](C(=O)NCCOC)C2,?
Cn1cc(CNc2ccc(-c3nc(-c4cccc(C(F)(F)F)c4)no3)cn2)cn1,?
CCOC(=O)c1ccccc1NC(=O)CSc1nc(=O)[nH]c2c1CCC2,-19.7%
O=c1c2ccsc2ncn1Cc1coc(-c2cccc(Cl)c2)n1,12.0%
C[C@]1(CO)[C@H]2Cc3sc(NC(=O)c4ccc(F)cc4)nc3[C@@H](CC(=O)NC3CCCCC3)[C@]2(C)CC[C@H]1O,?
COc1ccc(Cn2ccc3nc(C)c(C(=O)NCc4ccc(OC)cc4OC)cc3c2=O)cc1,-3.9%

The results go on:
Structure,KDM5B inh
O=C1c2c(nc(COc3ccc(Cl)cc3)n2Cc2ccccc2)NCCN1CC1CCOCC1,-14.3%
NC(=S)N/N=C/c1c(O)ccc2ccccc12,?
CCOc1ccccc1NC(=O)CSc1nccn1Cc1ccc(F)cc1,6.2%
COC(=O)CC(NC(=O)c1ccc2c(c1)OCCCO2)c1ccccc1 (stereo not drawn),20.3%
CCN(C(=O)COC(=O)CNC(=O)c1ccc(C)cc1)c1c(N)n(Cc2ccccc2)c(=O)[nH]c1=O,38.1%
O=C(CCn1cnc2sc3c(c2c1=O)CCCC3)NCc1cccc(CN2CCCCCC2)c1,-10.3%
COc1ccc(-c2csc3ncnc(Nc4cccc(OC)c4)c23)cc1,?
CCCc1noc(-c2cccn3c(CNC(=O)C4CC4)nnc23)n1,25.1µM*
COc1cc(NC(=O)c2cccc(F)c2)ccc1NC(=O)c1cc2ccccc2o1,13.2%&5.2%
Cc1c(C(C)NC(=O)c2ccc(=O)[nH]c2)cnn1-c1cccc2ccccc12 (stereo not drawn),-16.7%
O=C(CCn1cnc2ccccc2c1=O)N1CCCC(Nc2ccccc2)C1 (stereo not drawn),14.7%
Cc1cn2nc(C(=O)NCc3ccc(F)cc3F)cc2c(N2CCCC2)n1,i
Cc1ccncc1C(=O)N1[C@@H]2CC[C@H]1CC(NC(=O)c1ccc(F)cc1)C2 (stereo partly drawn),14.3%
Cc1ccnc(NC(=O)C2CC(=O)N(c3n[nH]c4ccccc34)C2)c1 (stereo not drawn),-17.0%
Cc1cccc(C(=O)OC2CCCN(C)C2)c1 (stereo not drawn),14.6%
O=S(=O)(Nc1ccc(F)c(Cl)c1)c1ccc(Br)s1,?
Cc1ccc(CN(C)C(=O)Cn2cnc3c2c(=O)n(C)c(=O)n3C)o1,19.9%
CCc1ccc(OCC(=O)Nc2cc3oc4ccccc4c3cc2OC)c(Br)c1,-26.4%
CN(C)C[C@@H]1CN(Cc2ccccc2)C[C@H]1NC(=O)C1CCC1,-6.0%
N#CC(CC(=O)N1CCCC1)(CC(=O)N1CCCC1)c1nc2ccccc2s1,18.3%
Cc1onc(-c2ccccc2)c1-c1nnc(CSc2nnnn2C)o1,11.5%
Cn1cc(S(=O)(=O)c2cccc(Cl)c2)c(=O)c2cc(F)c(N3CCCCC3)cc21,127.8%[activator]
CCC1(C)Cc2nc3sc4c(=O)n(CC(=O)NCc5ccccc5)cnc4c3cc2CO1 (stereo not drawn),5.6%
COc1ccc(CC2CCOC3(CCN(C(=O)CC(C)C)CC3)C2)cc1 (stereo not drawn),-12.0%
O=C(Nc1cccc(F)c1)C1CCN(S(=O)(=O)c2cccc3nsnc23)CC1,-16.0%
O=C1NCCOCCN(C(=O)c2ccc3ccccc3n2)[C@H]2CCC[C@@H]12,7.2%
C=CCN(CC#Cc1ccccn1)Cc1ccc(OC)cc1OC,-21.6%
Cc1cc(C)c(NC(=O)Cc2ccc(-n3c(C)nc4cccnc43)cc2)c(C)c1,?
CNc1ccc(OC(F)(F)Cl)cc1,?
O=C(N[C@@H]1CN[C@H](CO)C1)C1CC1,50.5%[activator]

Records above that bear a hit mark in KDM5B inh.
Structure,KDM5B inh
CCCc1noc(-c2cccn3c(CNC(=O)C4CC4)nnc23)n1,25.1µM*

Additional results
Structure,KDM5B inh
COc1cc(-c2noc(CN3CCN(c4cccc(Cl)c4)CC3)n2)cc(OC)c1OC,-25.7%
CCC(=O)NCc1csc(-c2cccs2)n1,-25.0%
CC1(C)CC(=O)C2=C(C1)N1CCc3cc4c(cc3C1=CC2c1ccc(F)cc1)OCCCO4 (stereo not drawn),-14.3%
COc1ccc(-n2nc(C3CCN(C(=O)c4ccc(C(F)(F)F)cc4)CC3)[nH]c2=O)cc1,-14.8%
O=C(C1CCCC1)N1CC2(CCN(C3COC3)C2)OCc2ccccc21 (stereo not drawn),-5.8%[149 µM]
Cc1cc(SCC(=O)Nc2ccccc2)nc2ccccc12,-19.2%
CCCC1Cc2c(sc3nc(SCC(=O)c4ccc(F)cc4)nc(N)c23)CO1 (stereo not drawn),15.6%
Cc1ccc(O[C@H]2CCOC[C@H]2NC(=O)C2CCS(=O)(=O)CC2)cn1,23.6%
CCNC(=O)N1CC(Oc2ccccc2-c2nc(-c3cnccn3)no2)C1,-20.6%
Cc1oc2c(c1C(=O)NCCCN1CCCC1=O)CN(Cc1cccc(F)c1)CC2,-25.2%
Cc1cc(=O)oc2c3c(ccc12)OCN(Cc1ccccc1Cl)C3,?
CC1CCCC(NC(=O)c2ccc(NC(=O)CC#N)cc2)C1C (stereo not drawn),0.3%
CCS(=O)(=O)c1ncc(Cl)c(C(=O)N(Cc2ccccc2)c2ccc(OC)cc2)n1,2.3%
Cc1ccc2nc(N(Cc3cccnc3)C(=O)CCS(=O)(=O)c3ccccc3)sc2c1,13.5%&-5.2%
Cc1ccc(-c2[nH]c3ccccc3c2C=O)cc1C,?
CC(NC(=O)COC(=O)Cc1n[nH]c(=O)c2ccccc12)c1ccccc1 (stereo not drawn),12.6%
Cc1cccc(NC(=O)c2nnn(CC(=O)Nc3ccc(C(C)C)cc3)c2N)c1C,?
N#Cc1ccccc1NC(=O)CCN(Cc1ccco1)C1CC1,13.8%
O=C(NC1CCCCCC1)c1ccc2nccn2c1,28.2µM*
O=C(CSc1nncc2ccccc12)Nc1ccccc1,17.0%

Of the compounds above, these contain bromine:
Structure,KDM5B inh
O=S(=O)(Nc1ccc(F)c(Cl)c1)c1ccc(Br)s1,?
CCc1ccc(OCC(=O)Nc2cc3oc4ccccc4c3cc2OC)c(Br)c1,-26.4%

(next part)
Structure,KDM5B inh
CC(C)CC(=O)NCC(c1ccc2c(c1)OCO2)N1CCN(c2ccccc2F)CC1 (stereo not drawn),-6.3%
COC(=O)C1CCN(C(=O)CC(NC(=O)C(F)(F)F)c2cccs2)CC1 (stereo not drawn),4.7%
Cc1ccc(CNC(=O)NCC(=O)N2CCN(S(=O)(=O)c3ccc(Cl)c(Cl)c3)CC2)cc1,15.1%
O=C(Cn1cnc2ccccc2c1=O)Nc1ccc(Cl)c(S(=O)(=O)N2CCOCC2)c1,-4.3%
Cc1cccc2c(=O)cc(CSc3ccccc3NC(=O)c3cccc(Br)c3)[nH]c12,-23.1%
Cc1ccc(CNC(=O)CC(C)S(=O)(=O)c2ccc3c(c2)CCN3C(=O)C2CC2)cc1 (stereo not drawn),-11.2%
CCCOc1ccc(CN(C(=O)c2cc(=O)c3ccc(C)cc3o2)C2CCS(=O)(=O)C2)cc1 (stereo not drawn),-7.1%
O=C(CN1CCCC1c1ccc2c(c1)OCCCO2)Nc1ccccc1F (stereo not drawn),14.5%
COC(=O)c1ccc(OCc2cc(Br)ccc2OC)cc1,27.1%
Cc1nc2ccc(C)c(C)c2s1,12.0%

Copied from the list.
Cc1nc2ccc(C)c(C)c2s1 | KDM5B inh: 12.0%
O=C(Nc1cccc(F)c1)C1CCN(S(=O)(=O)c2cccc3nsnc23)CC1 | KDM5B inh: -16.0%

Next records follow.
Structure,KDM5B inh
CN1C(=O)CCCCC1C(=O)NCC1CCCCC1 (stereo not drawn),8.0%
O=C1CCCCN1CC(=O)N1CCCC(Nc2ccccc2)C1 (stereo not drawn),-0.4%
CC(C)(C)n1nnnc1SCc1csc(Nc2ccccc2)n1,-8.4%
CCc1ccc(C(=O)Nc2cccc(-c3nc4cc(C(C)C)ccc4o3)c2)cc1,7.5%
O=C(O)c1cc(-c2ccc3ccccc3c2)nc2ccc(F)cc12,?
CCC(C)(C)C1CCC(NC(=O)Cn2nc(C)c3ccccc3c2=O)CC1 (stereo not drawn),3.8%

Source: PubChem BioAssay (National Center for Advancing Translational Sciences (NCATS))

The list is partial; the hit share may differ from the screen's.
